NS5 inhibitors: flavivirus cap methylation enzyme inhibition – biochemical, confirmation dose response, primary screen (AID 588689); actives 0.3% (n = 340,000); inhibition, % at 25 µM; hits with a dose series show IC50 in µM; Dengue-2 NS5 methyltransferase capping enzyme assay, biochemical; higher % means a stronger effect; in the data active = a potency from the dose series; inconclusive = inhibition above about 29% without an active follow-up result
HIV fusion peptide: cell-free HIV fusion peptide-binding blockers – biochemical, uHTS, fluorescence dequenching, primary screen (AID 1986). cell-free peptide binding, fluorescence dequenching, 30 min; higher % means a stronger effect. one-dose inhibition, % at 20 µM; IC50 in µM for titrated hits. actives 0.3% (n = 290,000); in the data active = inhibition mostly above about 52%, no sharp cut-off; inactive = mostly below about 76%; also: some results filed as inactive read as strong as hits
KOR beta-arrestin-1: kappa opioid receptor activators – cell-based, luminescence, uHTS, primary screen (AID 1777); activation, % at 10 µM, or EC50 in µM where a hit was titrated; KOR beta-arrestin recruitment, luminescence; higher % means a stronger effect; actives 0.02% (n = 280,000); in the data active = activation above about 50%, passing the limit was not always enough; also: a part of the inactive calls stands beside numbers as strong as those of hits
West Nile virus CPE: West Nile virus antiviral activity, cell-based, CPE readout (AID 1621); West Nile virus-infected cells, CPE inhibition; higher % means a stronger effect; CPE inhibition, % at 10 µM; hits with a dose series show IC50 in µM; actives 0.02% (n = 290,000); in the data active = a potency from the dose series; inconclusive = CPE inhibition mostly from about 3.7% at the one dose, without a potency; inactive = the rest, 99 in 100 with CPE inhibition below about 2.2%; also: strong numbers were not always called active
AID2073: inhibitors of Mint1-CaV2.2 protein interaction, biochemical, HTRF (AID 2073). HTRF protein-protein interaction, Mint1-CaV2.2; higher % means a stronger effect. inhibition, % at 20 µM, or IC50 in µM where a hit was titrated. actives 0.19% (n = 290,000); in the data active = inhibition mostly above about 51%, no sharp cut-off; inconclusive = no clear call, values can overlap the other calls; inactive = mostly below about 53%; also: some results filed as inactive read as strong as hits
NOD1 NF-kB reporter: inhibition of NOD1-driven NF-kB reporter – cell-based, luminescence, uHTS, primary screen (AID 1578). actives 1% (n = 290,000). one-dose inhibition, % at 4 µM; EC50 in µM for titrated hits. NOD1-driven NF-kB luciferase reporter cells, luminescence; higher % means a stronger effect; in the data active = inhibition mostly above about 36%, no sharp cut-off; inactive = mostly below about 34%;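 also: HEK-293T reporter cells stimulated with the NOD1 agonist gamma-tri-DAP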
Yfh1-off respiration: enhancers of respiration in Yfh1-depleted yeast, dose response, Friedreich's ataxia, plus single-dose screen (AID 1465); S. cerevisiae Yfh1-off respiration, WST-1 reduction, 72 h; higher fold induction means a stronger effect; fold induction at 50 µM, or EC50 in µM where a hit was titrated; actives 0.074% (n = 220,000);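 active = fold induction of absorbance versus untreated yeast above a set limit, then at least 30% activation at any dose in follow-up; inconclusive = repeats straddling the limit, or above it without dose testing; inactive = fold induction below the set limit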;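 also: activators that raise dye reduction in frataxin-depleted yeast; strong numbers were not always called active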
HEK293 NOD2/NF-kB: inhibition of NOD2-driven NF-kB reporter – cell-based, luminescence, uHTS, HEK293 (AID 1566). HEK293 NOD2/NF-kB luciferase reporter, luminescence; higher % means a stronger effect. actives 0.63% (n = 290,000). inhibition, % at 4 µM, or EC50 in µM where a hit was titrated; also: many of its hits are not listed in these tables
KOR beta-arrestin-2: kappa opioid receptor blockers – cell-based, luminescence, uHTS (AID 1778) | KOR beta-arrestin recruitment, luminescence, antagonist mode; higher % means a stronger effect | inhibition, % at 10 µM; hits with a dose series show IC50 in µM | actives 0.091% (n = 290,000); also: strong numbers were not always called active
NS5 inhibitors pilot replicate: recorded beside NS5 inhibitors, whose call it bears; inhibition, %; measured here: pilot screen replicate inhibition
* = called active by the depositor; i = inactive; ? = inconclusive; · = not tested or not shown; [ ] = remark or other dose. Rule as the data show it, unless noted: active = inhibition above about 50%; inactive = the rest. A portion of the library; the hit share may differ from the screen's.

SMILES	NS5 inhibitors	HIV fusion peptide	KOR beta-arrestin-1	West Nile virus CPE	AID2073	NOD1 NF-kB reporter	Yfh1-off respiration	HEK293 NOD2/NF-kB	KOR beta-arrestin-2	others
Cc1ccc(CNCC2CCCO2)s1 (configuration not stated)	-6%	-2.3%	-5.5%	-0.2%	-2%	17%	i	9%	-32%
CC1CC(C)CN(C(=O)Cn2ncc3c([nH]c4ccccc43)c2=O)C1 (configuration not stated)	-12%	-1.0%	-5.2%	0.1%	15%	-21%	·	6%	-15%
Cc1ccc(C(=O)NCc2ccccn2)cc1Cl	-5%	1.0%	·	0.0%	-6%	-44%	i	-19%	-24%[20 µM]
O=C(Nc1cccc2cccnc12)c1ccc(Br)o1	-4%	-1.4%	-3.7%	-0.3%	19%	-24%	i	4%	-10%
O=C1CCCC(=O)C1=C1SCCS1	3%	-1.6%	3.4%	-0.4%	-2%	-15%	i	19%	14%
O=C(Cn1cc(C(=O)c2ccco2)c2ccccc21)Nc1ccccc1	-6%	0.8%	-1.3%	0.3%	8%	-15%	i	6%	-14%
COc1cccc(C2NC(=O)CCC2[N+](=O)[O-])c1OC (configuration not stated)	-6%	1.2%	-5.0%	-0.2%	0%	9%	·	17%	-4%
COc1ccc(NC(=O)c2cccs2)cc1	5%	-1.8%	2.1%	-0.1%	2%	-28%	i	12%	-36%
S=C(NCc1cccnc1)Nc1ccc2c(c1)OCO2	1%	-2.4%	-1.5%	0.2%	10%	-36%	·	1%	11%
CCOc1cccc(/C=N/NC(=O)C2CCCC2)c1O	-1%	-0.4%	0.3%	-0.6%	6%	-34%	·	7%	-1%
Cc1ccc2sc(N(CCN(C)C)C(=O)c3ccc(S(=O)(=O)N4CC(C)OC(C)C4)cc3)nc2c1C (configuration not stated)	-7%	-0.9%	4.9%	-0.1%	4%	-6%	·	5%	-15%
O=C(NCC(=O)N(c1cccnc1)C(C(=O)NC1CCCC1)c1cccs1)c1cccs1 (configuration not stated)	-12%	-0.9%	·	0.8%	-1%	-30%	i	-1%	14%[20 µM]
C(#CCN1CCCC1)CC(c1ccccc1)c1ccccc1	8%	1.2%	2.2%	-1.9%	7%	-18%	i	25%	-12%
Cn1cnnc1SCc1ccc(C(=O)NN)cc1	-10%	-1.2%	-8.9%	1.0%	17%	-16%	i	13%	2%
O=C(CSc1nnc(CNC(=O)C23CC4CC(CC(C4)C2)C3)n1-c1ccc(F)cc1)Nc1ccccc1	-6%	1.0%	-0.5%	-0.9%	25%	-31%	i	3%	17%
O=[N+]([O-])c1ccc(NCCCO)c(C(F)(F)F)c1	-2%	-1.6%	-3.4%	-0.5%	-6%	-5%	i	7%	22%
COc1cc(C(=O)NCCC(=O)NC2CCCc3ccccc32)cc(OC)c1OC (configuration not stated)	2%	0.8%	6.6%	-0.1%	-4%	0%	·	12%	-27%
O=C(CSc1ccccn1)N/N=C/C=C/c1ccccc1	·	-4.2%	5.3%	-0.3%	16%	30%	i	0%	-59%
c1ccc(-c2cc3ccccc3nc2N2CCCC2)cc1	-12%	0.7%	-2.0%	0.2%	7%	-21%	i	2%	-27%
O=C(Nc1ncc(S(=O)(=O)c2ccc([N+](=O)[O-])cc2)s1)c1ccc2ccccc2c1	-5%	-0.9%	11%	-1.6%	9%	64%	i	26%	-18%
CCCCn1nc(C(=O)Nc2nc3c(s2)CCCC3)c2ccccc2c1=O	-4%	-2.2%	4.9%	-1.7%	-7%	26%	i	19%	-50%
COc1ccccc1NC(=S)N1CCN(c2cccc(C)c2C)CC1	-7%	-0.9%	3.8%	-0.5%	-18%	-12%	·	4%	0%
O=C(NC1CC1)C1CC(=O)N(c2cccc(Cl)c2Cl)C1 (configuration not stated)	-1%	2.2%	1.4%	-0.3%	6%	-23%	·	6%	0%
CC(=O)c1cccc(N2C(=NC(=O)COc3ccccc3)SC3CS(=O)(=O)CC32)c1 (configuration not stated)	-2%	-0.6%	0.6%	0.1%	7%	-15%	·	8%	-2%
COc1cccc(CNC(=O)CN2C(=O)COc3ccc(S(=O)(=O)N4CCC(C)CC4)cc32)c1	-11%	-1.0%	-4.6%	-0.6%	1%	-19%	·	9%	-10%

5 records picked at random from those above, as already listed:
SMILES	NS5 inhibitors	HIV fusion peptide	KOR beta-arrestin-1	West Nile virus CPE	AID2073	NOD1 NF-kB reporter	Yfh1-off respiration	HEK293 NOD2/NF-kB	KOR beta-arrestin-2	others
O=C(NCC(=O)N(c1cccnc1)C(C(=O)NC1CCCC1)c1cccs1)c1cccs1 (configuration not stated)	-12%	-0.9%	·	0.8%	-1%	-30%	i	-1%	14%[20 µM]
O=C(Nc1cccc2cccnc12)c1ccc(Br)o1	-4%	-1.4%	-3.7%	-0.3%	19%	-24%	i	4%	-10%
COc1cccc(CNC(=O)CN2C(=O)COc3ccc(S(=O)(=O)N4CCC(C)CC4)cc32)c1	-11%	-1.0%	-4.6%	-0.6%	1%	-19%	·	9%	-10%
S=C(NCc1cccnc1)Nc1ccc2c(c1)OCO2	1%	-2.4%	-1.5%	0.2%	10%	-36%	·	1%	11%
COc1ccccc1NC(=S)N1CCN(c2cccc(C)c2C)CC1	-7%	-0.9%	3.8%	-0.5%	-18%	-12%	·	4%	0%

Additional records.
SMILES	NS5 inhibitors	HIV fusion peptide	KOR beta-arrestin-1	West Nile virus CPE	AID2073	NOD1 NF-kB reporter	Yfh1-off respiration	HEK293 NOD2/NF-kB	KOR beta-arrestin-2	others
CC(=O)c1cccc(NC(=O)c2ccc3ccccc3c2)c1	5%	-0.9%	-8.9%	-0.5%	4%	-77%	·	-130%	-4%[20 µM]
CN1C/C(=C/c2ccncc2)C(=O)/C(=C/c2ccncc2)C1	2%	-0.5%	-2.1%	?	2%	-49%	·	-44%	-44%
COc1cc(-c2ccccc2)nc2ccccc12	0%	-0.5%	-0.2%	-0.1%	20%	-12%	i	3%	-14%
COc1ccc(CC(=O)NNC(=O)c2ccc(SCc3cc(F)ccc3F)c([N+](=O)[O-])c2)cc1	1%	-2.3%	2.6%	0.2%	1%	-24%	i	3%	-2%
CCc1ccc(C2c3[nH]c4ccccc4c3CCN2C(=O)CN2CCN(CC)CC2)cc1 (configuration not stated)	-4%	-1.8%	-0.1%	3.2%	9%	-23%	i	11%	4%
CC(=O)N1CCc2cc(S(=O)(=O)NC(CC(C)C)C(=O)N3CCCC3)ccc21 (configuration not stated)	-16%	0.9%	2.9%	-0.4%	-7%	-5%	·	6%	-1%
CS(=O)(=O)NN1C(=O)c2ccccc2NC1c1c[nH]c2ccccc12 (configuration not stated)	26%	2.8%	1.6%	0.9%	6%	-18%	i	2%	-15%
CCN(CC)S(=O)(=O)c1ccc2nc(SC)sc2c1	-3%	-1.9%	-0.6%	0.6%	-3%	-4%	i	10%	-12%
CCCC/C(C)=N/NC(=O)c1cn(-c2ccccc2)nc1-c1ccccc1	0%	-3.8%	-2.9%	-1.0%	8%	-18%	i	12%	16%
Cc1ccc(CN=c2c([N+](=O)[O-])nn(-c3cccc(Cl)c3)n2O)cc1	-9%	-4.3%	-7.8%	-0.5%	-1%	-20%	i	-35%	1%
N#C/C(=C\Nc1ccc2cn[nH]c2c1)c1nc(-c2ccccc2)cs1	18%	-0.3%	12%	0.1%	31%	18%	i	-3%	-50%
Cc1ccc2oc(=O)c3cnn(CC(=O)NCCc4ccsc4)c3c2c1	-3%	0.6%	-0.8%	-0.4%	3%	2%	i	10%	14%
Cc1oc(-c2ccccc2F)nc1CS(=O)(=O)CC(=O)NCCN(C)C1CCCCC1	-5%	-2.7%	2.4%	·	-3%	-6%	·	-3%	20%
CCOC(=O)c1ccc(NC(=O)N2CCOCC2)cc1	-1%	-0.8%	-0.3%	-0.1%	-4%	-48%	i	-16%	12%
COC(=O)c1ccc(N2C(=O)CC(Sc3n[nH]c(C)n3)C2=O)cc1 (configuration not stated)	-29%	-2.6%	-4.5%	1.1%	13%	-5%	i	7%	18%
O=C(CC1C(=O)NCCN1Cc1cccc(F)c1)NCCCN1CCCC1=O (configuration not stated)	-1%	5.7%	1.0%	1.1%	-6%	-37%	·	-14%	-5%
O=C(CSc1nnc(-c2cccnc2)o1)c1cc2ccccc2oc1=O	15%	4.8%	-3.4%	2.4%	-1%	0%	i	-6%	-23%
CCOC(=O)CSc1nnc([C@H](Cc2ccccc2)NC(=O)OC(C)(C)C)o1	-9%	-0.9%	2.6%	1.4%	7%	-10%	i	3%	-48%
CCOC(=O)N1CCN(C(=S)NC(=O)c2ccc(F)cc2)CC1	·	-1.3%	-10%	0.4%	-22%	-12%	i	8%	-10%[20 µM]
N#Cc1c2c(c(N3CCN(CCO)CC3)n3c1nc1ccccc13)CCCC2	·	2.0%	-2.6%	·	16%	-16%	·	2%	17%
C=CCOc1ccc(CNc2nccs2)cc1OC	5%	0.8%	0.5%	-0.1%	-12%	-26%	i	-16%	-22%
Cc1cc(=O)[nH]c(SCC(=O)NCCOc2ccccc2)n1	-1%	0.0%	18%	-0.1%	-1%	12%	i	14%	22%
CC1=Nc2nc(N3CCCCC3)c(C#N)c3c4c(nc(c23)N1)N(c1ccc(C(C)C)cc1)C(=O)C4	21%	64%*	10%	-0.6%	55%*	-3%	i	4%	-9%
O=C(CSc1nc2ccccc2s1)NNC(=S)Nc1ccc(Cl)cc1	3%	0.6%	-8.1%	-0.5%	-8%	-14%	i	-3%	-15%
O=C(CN1CCCC1)N1CCCc2ccccc21	7%	1.1%	2.2%	0.3%	4%	-25%	i	-8%	-40%[20 µM]

Next entries follow.
SMILES	NS5 inhibitors	HIV fusion peptide	KOR beta-arrestin-1	West Nile virus CPE	AID2073	NOD1 NF-kB reporter	Yfh1-off respiration	HEK293 NOD2/NF-kB	KOR beta-arrestin-2	others
COc1ccc(Nc2nc(N3CCOCC3)nc(N3CCOCC3)n2)cc1	-6%	-1.2%	-3.4%	-1.0%	-20%	-13%	·	6%	-2%[20 µM]	NS5 inhibitors pilot replicate=-1.2
CCN(CC)CCN(CC)Cc1ccccc1Br	-2%	-0.1%	1.4%	-0.4%	-4%	-55%	i	-13%	-28%
C[C@@H](C(=O)Nc1cccnc1)n1c(=O)[nH]c2ccccc2c1=O	3%	-0.9%	1.0%	0.9%	5%	-2%	·	6%	-21%
O=C(Nc1ccc2c(c1)OCCO2)c1ccc(Br)s1	-11%	-1.8%	0.6%	-1.0%	6%	9%	i	-104%	-6%
CC(C)Cn1c(N)c(C(=O)NCCN2CCOCC2)c2nc3ccccc3nc21	-3%	-0.6%	-2.3%	-0.1%	17%	-15%	i	12%	-56%
COc1ccccc1NC(=S)NC12CN3CN(CN(C3)C1)C2	-2%	6.4%	0.5%	0.4%	-7%	-18%	i	5%	1%
CCOC(=O)c1n[nH]c(=O)c2ccccc12	·	-1.7%	1.6%	0.3%	-11%	-5%	i	26%	-13%
CC(C)Cn1c(-c2csc(C(C)C)c2)n[nH]c1=S	·	-0.6%	-3.4%	0.3%	2%	-15%	i	-1%	-10%[20 µM]
COc1ccc(/C=N/NC(=O)CN(C2=NS(=O)(=O)c3ccccc32)c2ccccc2)cc1OC	2%	1.6%	-1.0%	-0.3%	10%	-4%	i	3%	13%
CCCCNC(=O)CSc1nc2cc3c(cc2c(=O)n1CCCC(=O)NCCc1ccc(OC)c(OC)c1)OCO3	-7%	-1.4%	-4.0%	-0.8%	2%	-34%	i	1%	7%

Compound activity deposited in PubChem by several laboratories.
